hcDAF-12 act: activates DAF-12 receptor from parasite H. contortus; actives 1.4% (n = 370,000); AID 652067; HEK293 hcDAF-12 lit1-tk-luc reporter, luminescence; 0% DMSO, 100% Δ7-dafachronic acid; activation, % at 6.8 µM;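 active = activation above the mean of all tested compounds plus 3 SD, cut at about 5.5% in these data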;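 also: 100% = response to 3 µM Δ7-dafachronic acid high control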
MBD2 DNA inh: MBD2-methylated oligo binding inhibition; Q9UBB5; TR-FRET, MBD2 binding to methylated oligonucleotide; inhibition, % at 4.4 µM; actives 0.31% (n = 370,000); in the data active = inhibition above about 13%
Target sequence (Q9UBB5 whole entry, looked up): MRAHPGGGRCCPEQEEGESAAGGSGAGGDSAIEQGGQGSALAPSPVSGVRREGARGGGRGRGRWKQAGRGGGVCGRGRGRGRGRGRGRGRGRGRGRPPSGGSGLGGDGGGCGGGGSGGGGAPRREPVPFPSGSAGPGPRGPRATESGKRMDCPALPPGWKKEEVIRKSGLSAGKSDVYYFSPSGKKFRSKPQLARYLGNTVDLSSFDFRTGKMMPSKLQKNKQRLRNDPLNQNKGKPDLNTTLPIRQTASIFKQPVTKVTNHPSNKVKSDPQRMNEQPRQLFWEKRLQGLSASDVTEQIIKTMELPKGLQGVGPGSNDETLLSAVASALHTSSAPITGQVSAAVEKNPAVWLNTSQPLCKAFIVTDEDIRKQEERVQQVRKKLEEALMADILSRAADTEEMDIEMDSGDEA
SMARCA2 activ: SMARCA2 function activation, primary screen; MG213 cells, MMTV-luciferase reporter, dexamethasone, overnight; activation, % at 9.1 µM; actives 1% (n = 370,000); in the data active = activation above about 7.8%;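 also: 0% = vehicle wells and 100% = reference activator wells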
ssDAF-12 act: activates DAF-12 receptor from parasite S. stercoralis | activation, % at 6.8 µM | actives 1% (n = 370,000) | HEK293 ssDAF-12/GRIP1 lit1-tk-luc reporter, luminescence; % of 3 µM dafachronic acid response;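 active = activation above the mean over all tested compounds plus 3 SD, cut at about 0.9% in these data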;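 also: 0% = DMSO-only wells and 100% = 3 µM delta7-dafachronic acid wells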
DAX1 inh-1: inhibitors of human orphan nuclear receptor DAX1 (NR0B1); P51843; HEK293 Gal4-DAX1 luciferase reporter, luminescence; inhibition, % at 6.75 µM; actives 0.99% (n = 340,000); AID 504766;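 active = inhibition above the mean over all tested compounds plus 3 SD, cut at about 4.2% in these data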;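 also: 0% = DAX1-transfected cells with DMSO and 100% = empty-vector control cells with DMSO; inhibition shows as a rise in luminescence from relieved DAX1 repression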
ADAM17 inh: inhibitors of human ADAM17; actives 0.83% (n = 370,000); recombinant ADAM17, EDANS/DABCYL FRET peptide cleavage; AID 720648; inhibition, % at 6.95 µM;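 active = inhibition above the mean of compounds lying between control limits plus 3 SD, set per campaign, cut at about 8.5% in these data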;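 also: 0% = DMSO-only wells as the low control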
Target sequence (P78536 215-824 limits assumed): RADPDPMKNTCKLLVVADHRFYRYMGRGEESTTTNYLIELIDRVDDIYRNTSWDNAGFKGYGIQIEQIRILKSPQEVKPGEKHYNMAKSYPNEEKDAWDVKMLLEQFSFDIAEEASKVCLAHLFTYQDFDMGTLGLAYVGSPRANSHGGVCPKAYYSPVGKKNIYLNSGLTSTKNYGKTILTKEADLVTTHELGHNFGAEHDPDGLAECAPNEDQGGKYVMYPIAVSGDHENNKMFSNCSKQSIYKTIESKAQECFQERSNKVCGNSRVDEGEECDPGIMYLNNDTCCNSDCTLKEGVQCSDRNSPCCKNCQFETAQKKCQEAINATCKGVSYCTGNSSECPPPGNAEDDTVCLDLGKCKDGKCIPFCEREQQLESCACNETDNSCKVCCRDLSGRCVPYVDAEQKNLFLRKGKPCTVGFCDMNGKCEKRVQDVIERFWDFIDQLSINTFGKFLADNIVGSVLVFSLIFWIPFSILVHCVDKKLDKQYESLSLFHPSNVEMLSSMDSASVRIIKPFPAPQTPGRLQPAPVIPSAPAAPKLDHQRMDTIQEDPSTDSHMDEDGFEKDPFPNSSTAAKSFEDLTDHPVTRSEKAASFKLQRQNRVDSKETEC
Rev-erbA mod: modulators of human Rev-erb alpha DNA binding; actives 0.79% (n = 370,000); AID 1259318; activity, % at 10 µM; Rev-erbα–FITC-DNA binding, fluorescence polarization, 90 min;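 active = activity above about 14%, limit read from the data; passing the limit was not always enough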;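 also: 0% = DMSO wells with 35 nM protein and 100% = DMSO wells with 750 nM protein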
PLCb3 inh: PLC-beta3 (human) inhibition, primary screen; AID 720704; Purified PLC-beta3, fluorogenic substrate, fluorescence; inhibition, % at 12.2 µM; Q01970; actives 0.18% (n = 370,000); in the data active = inhibition above about 11%;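 also: 0% = median of compound wells on plate and 100% = full blocker control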
DAX1 inh-2: DAX1 (NR0B1) inhibition, primary screen. HEK293T StAR-luciferase reporter, SF-1/DAX-1 repression relief. actives 1.1% (n = 370,000). AID 652010. inhibition, % at 6.8 µM;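 active = inhibition above the mean over all tested compounds plus 3 SD, cut at about 3.6% in these data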;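 also: 0% = DAX-1 cells with DMSO and 100% = cells lacking DAX-1 with DMSO; higher inhibition means more luminescence from relief of DAX-1 repression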
PLC-gamma1 inh: blocks human PLC-gamma1 enzyme activity; inhibition, % at 12.2 µM; P19174; purified PLC-gamma1, fluorogenic substrate, fluorescence; actives 0.84% (n = 370,000); AID 720700; in the data active = inhibition above about 9.5%
hgDAF-12 ag: activates the H. glycines DAF-12 receptor ligand-binding domain; HEK293 GAL4-hgDAF12 UAS-luciferase reporter, agonist luminescence; normalized to butyrate control; activation, % at 6.8 µM; actives 1.8% (n = 370,000);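 active = activation above a cutoff set at the mean of all screened compounds plus 3 SD, cut at about 10% in these data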;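 also: 0% = DMSO wells and 100% = sodium butyrate wells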
The depositor's hits bear a star; x = no result given.

SMILES	hcDAF-12 act	MBD2 DNA inh	SMARCA2 activ	ssDAF-12 act	DAX1 inh-1	ADAM17 inh	Rev-erbA mod	PLCb3 inh	DAX1 inh-2	PLC-gamma1 inh	hgDAF-12 ag
CCCNC(=O)Cn1nc(C)n2c(cc3cc(F)ccc32)c1=O	-0.3	-2	0	-1.3	-0.7	-6	1	-5	-0.1	0	-0.6
Cc1ccc(C(=O)C[n+]2cccc3ccccc32)cc1	6.0*	-1	5	1.7*	1.6	-6	-1	-11	0.1	-8	4.2
Fc1ccc(C2c3[nH]c4ccccc4c3CCN2Cc2cccn2-c2ncccn2)cc1 (stereo unspecified)	0.7	1	1	-0.3	-1.5	-16	3	-56	0.0	-41	-0.7
Cc1cc(Nc2ccccc2F)n2nc(C)nc2n1	-2.9	6	-1	-0.6	3.1	-4	-2	1	-0.1	-2	0.3
CC(=O)c1cc(NC(=O)c2ccc([N+](=O)[O-])cc2)c(=O)oc1C	-0.7	3	-3	-0.8	-0.5	-6	-4	1	-0.3	-1	-2.7
CC(C)CC1C(=O)N(Cc2cn(CCC3OCCO3)nn2)CCS(=O)(=O)N1Cc1ccc(-c2ccc(F)cc2)cc1 (stereo unspecified)	-2.7	-5	-3	-1.8	0.3	11*	-4	1	-1.2	1	-2.0
CN(CC(=O)NC(=O)NC1CCCCC1)Cc1ccccc1	-1.3	3	0	-1.3	1.4	-3	-5	-4	2.7	-2	3.3
COc1cccc(SCc2noc(C(=O)NCC3CCCO3)c2C(=O)O)c1 (stereo unspecified)	-0.4	-1	1	-1.4	1.2	-4	-2	-1	0.5	-2	-0.7
Cc1cc(N2C(=O)CC(C(C)c3ccccc3)C2=O)no1 (stereo unspecified)	-1.3	5	-1	-1.1	0.2	-6	-5	-1	-0.2	0	0.5
Cc1cc(Br)cn2c(Cc3cccc(F)c3)c(-c3ccc(Cl)cc3)nc12	-0.5	-2	-1	-1.3	x	-5	15	-7	-1.5	-7	2.1
CN(CCOc1ccccc1)CC(=O)Nc1ccc(Cl)c(S(=O)(=O)N(C)C)c1	-1.5	-2	-2	-2.3	-1.2	2	8	2	-1.7	-2	2.1
CC(CN1CCN(CCOCCO)CC1)CN1c2ccccc2Sc2ccc(Cl)cc21 (stereo unspecified)	-1.6	-5	-5	-0.9	-0.8	1	-1	-4	0.6	-2	0.7
CCOC(=O)C1=C(C)NC(C)=C(C(=O)OCC)C1/C=C/c1ccccc1OC	-2.4	3	-3	-1.6	6.4*	-31	4	-97	-1.3	-82	-1.6
C[C@@H]1CCCCO[C@@H](CN(C)Cc2ccccc2)[C@@H](C)CN([C@H](C)CO)C(=O)c2cc(NC(=O)Nc3cccc4ccccc34)ccc2O1	-0.5	1	0	-0.5	0.4	-16	8	-32	0.2	-26	-0.5
COC[C@@H]1CCCN1c1ccc2c(c1)O[C@H](C)CCN(C1CC1)S2(=O)=O	-0.7	1	-1	-1.9	x	-2	-8	0	-1.0	-1	1.9
CS(=O)(=O)N1CCc2ccc(NC(=O)C3CCCO3)cc2C1 (stereo unspecified)	1.1	-1	-3	-0.4	-0.2	-4	-1	-4	0.0	4	2.1
COc1ccc(S(=O)(=O)N(C)C[C@@H]2Oc3c(NS(=O)(=O)c4cn(C)cn4)cccc3C(=O)N([C@@H](C)CO)C[C@@H]2C)cc1	-0.1	3	1	-0.8	1.4	-3	0	-1	-0.5	-1	-0.2
O=C(c1ccccc1Br)N1CCN(Cc2ccc3c(c2)OCO3)CC1	-1.4	-4	3	-0.7	-1.0	0	0	-1	-1.2	1	1.2
CCOC(=O)c1c(NC(=O)COC(=O)c2nccnc2N)sc2c1CCC2	-0.2	3	1	-1.1	0.2	-44	13	-32	-0.6	-25	0.4
O=C(Nc1ccc(F)cc1)N1CCn2c(nc3ccccc32)C1	-1.7	-6	-2	-2.2	0.4	0	-3	-1	1.1	7	0.3
NC(Cc1ccccc1)c1csc(Nc2ccc(C(F)(F)F)cn2)n1 (stereo unspecified)	0.2	-7	-1	-1.1	x	1	1	-2	-0.3	-1	0.1
O=C(NC1CCS(=O)(=O)C1)C1CCCCN1S(=O)(=O)c1ccc(Cl)cc1 (stereo unspecified)	-0.8	-1	2	-1.7	-0.4	-1	0	2	-0.2	2	-0.9
COc1ccc(CCNC(=O)c2cc3c(=O)n(C)c4ccccc4c3n2C)c(OC)c1	-1.8	2	-2	-1.6	-0.3	-3	10	-6	-0.1	2	0.0
CCCCN(C(=O)C1CCN(C(=O)c2ccccc2C)CC1)c1c(N)n(CCCC)c(=O)[nH]c1=O	-2.3	-7	3	-1.4	0.8	2	5	-9	0.4	2	-0.4

Two compounds drawn at random from the list so far, as already listed:
SMILES	hcDAF-12 act	MBD2 DNA inh	SMARCA2 activ	ssDAF-12 act	DAX1 inh-1	ADAM17 inh	Rev-erbA mod	PLCb3 inh	DAX1 inh-2	PLC-gamma1 inh	hgDAF-12 ag
COc1ccc(S(=O)(=O)N(C)C[C@@H]2Oc3c(NS(=O)(=O)c4cn(C)cn4)cccc3C(=O)N([C@@H](C)CO)C[C@@H]2C)cc1	-0.1	3	1	-0.8	1.4	-3	0	-1	-0.5	-1	-0.2
CCOC(=O)c1c(NC(=O)COC(=O)c2nccnc2N)sc2c1CCC2	-0.2	3	1	-1.1	0.2	-44	13	-32	-0.6	-25	0.4

The list goes on:
SMILES	hcDAF-12 act	MBD2 DNA inh	SMARCA2 activ	ssDAF-12 act	DAX1 inh-1	ADAM17 inh	Rev-erbA mod	PLCb3 inh	DAX1 inh-2	PLC-gamma1 inh	hgDAF-12 ag
O=S(=O)(c1ccc(Cl)cc1)N1CCN(C2CCN(Cc3ccccc3)CC2)CC1	-0.6	4	0	-0.8	-0.5	3	-1	-1	1.4	1	0.1
Cc1ccc(OCc2cc(C(=O)NC3CCCCC3)no2)cn1	-3.0	-3	-4	-1.4	-1.3	2	4	-4	-0.8	-1	-6.6
CCOC(=O)c1nn(-c2ccccc2)c2nnc(Cc3ccc(C)cc3)c(=O)n12	0.3	-3	-1	-1.5	1.6	-2	-7	4	0.1	0	-1.5
Cc1ccc(S(=O)(=O)N2CCCC2C(=O)OCc2nc3ccccc3s2)cc1 (stereo unspecified)	-0.4	10	1	0.1	-1.0	0	0	-2	0.5	3	0.4
CCc1ccc(N(C(=O)c2snc(C(N)=O)c2N)C(C(=O)NC2CCCC2)c2ccncc2)cc1 (stereo unspecified)	1.4	-2	-1	-0.1	1.5	-19	-5	-202	0.2	-55	1.5
C#CCOCCOCCOCCNc1nc(N2CCN(C(=O)[C@H](CCCCN)n3cc([C@@H](N)C(C)CC)nn3)CC2)nc(N2CCN(C(=O)[C@H](Cc3ccc(O)cc3)n3cc([C@@H](N)CC(C)C)nn3)CC2)n1 (stereo partly specified)	-0.7	7	1	-0.5	1.1	-1	-4	5	-0.3	5	1.5
O=C(NCCS(=O)(=O)N1CCN(c2cccc(Cl)c2)CC1)C1CCCC1	-1.1	-4	-2	-0.5	0.0	-1	-10	-8	0.6	2	-2.6
CNC(=S)NNC(=O)c1cc(-c2cccnc2)nc2ccccc12	5.2	-6	0	0.0	0.1	-6	5	-3	0.2	1	0.3
CCN1CCc2c(sc(NC(=S)NC(=O)c3ccccc3)c2C#N)C1	1.7	6	1	-0.5	2.6	-3	-4	-12	1.2	-5	3.7
CCn1c(COc2cccc(OC)c2)nnc1SCC(=O)N1CCOCC1	-2.2	2	0	-0.7	-0.5	-6	8	0	-0.2	-1	-1.1
Cc1ccc(C(=O)Oc2oc(-c3ccccc3)nc2C=Nc2ccc(N(C)C)cc2)cc1	8.1*	4	1	1.8*	2.1	-4	9	-3	2.2	-5	12*
O=C(Nc1cc(Cl)cc(Cl)c1)C1CCCC1	-1.6	4	-3	-1.3	0.2	4	-5	-8	-0.4	0	-2.5
COc1ccccc1CCNC(=O)C1CCCO1 (stereo unspecified)	0.8	1	-2	-1.3	0.7	-3	1	0	-0.8	2	3.7
COc1cc(CN2CCC(n3nccc3NC(=O)CCCc3ccccc3)CC2)ccc1F	-3.2	0	-2	-1.4	-0.3	0	9	-6	-0.8	2	-3.5
CC(C)(C)c1ccc(OCC(=O)N/N=C/c2ccc(N3CCOCC3)cc2)cc1	-1.2	-5	-4	-1.5	-0.8	-41	0	-31	-0.4	-31	-1.5
Cc1[nH]n(-c2ccccc2)c(=S)c1C=NCCCN=Cc1c(C)[nH]n(-c2ccccc2)c1=S	2.2	-8	2	0.0	-0.5	0	-4	-5	-0.1	-4	1.2
COC(=O)C[C@H]1CC[C@@H]2[C@H](COc3ccc(NC(=O)NCc4ccccc4)cc3C(=O)N2C)O1	-0.5	5	-2	-1.1	x	-7	9	7	-0.6	5	0.7
CC(=O)c1cc(CN2CCC(N3CCC(C(=O)N4CCCC4)CC3)CC2)cs1	0.5	2	-2	-0.8	0.6	-1	5	1	-0.6	4	6.1
Cc1nnc(NC(=O)c2ccc3ccccc3c2)o1	1.9	-5	-4	-0.8	-0.6	-1	0	-6	-0.6	-1	2.5
CC(=O)c1ccc(NC(=O)COC(=O)Cn2cnc3ccccc32)cc1	-0.5	2	-2	-0.8	-0.1	0	-8	-6	-0.2	-3	1.5
CN(C)S(=O)(=O)Nc1cccc(-c2cn3c(n2)SCC3)c1	-0.7	2	0	-0.8	0.5	0	0	-6	0.0	2	0.1
NC(=O)C1(N2CCCCC2)CCN(C(=O)c2cccs2)CC1	0.1	3	1	-1.6	-0.1	0	6	7	1.3	2	0.7
Cc1ccc(C)c(OCC(O)CN2CCC(C)CC2)c1C (stereo unspecified)	-0.8	-4	1	-0.9	-0.1	3	-2	2	0.6	11*	3.3
COc1ccc(CCNC(=O)c2cccs2)cc1	-0.6	6	-1	-0.2	0.8	-3	1	-8	0.4	-3	4.0
Cc1sc2nc(C3CC3)nc(SCC(=O)N3CC(=O)Nc4ccccc43)c2c1C	-0.4	-2	0	-1.1	0.7	-2	1	0	-0.3	0	-0.7
COc1ccc(-c2noc(CCCC(=O)NC3CCCCC3)n2)cc1	-4.5	-5	-6	-1.4	-1.4	0	-2	-6	-0.9	-1	-3.0
O=C(CSc1nnc(NC(=O)C2CC2)s1)Nc1cccc(F)c1	-0.9	5	-2	-1.4	0.2	-1	-8	-8	-0.6	-1	1.4
CCSc1nc(-c2ccc(OC)cc2)ccc1C#N	-0.5	1	-1	-1.3	0.5	-102	3	-65	-0.6	-44	2.1
CCC(C)[C@H](NC(=O)[C@@H]1Cc2ccccc2CN1)C(=O)Nc1ccc2c(c1)OCO2 (stereo partly specified)	-1.8	-3	3	-0.4	-0.1	1	9	-13	0.5	-3	4.4
COc1ccc(CCNS(=O)(=O)c2ccc(Br)cc2)cc1	-1.6	-2	2	-0.9	-0.1	2	-8	-5	0.4	3	0.3
COc1ccc(CN2C(=O)c3cccnc3C2=O)cc1S(=O)(=O)N1CCOc2ccc(Cl)cc21	-0.3	2	-2	-1.3	-0.3	2	3	-6	-0.5	1	-2.0
Cc1cc2nc(-c3ccccc3)cc(=O)n2[nH]1	-0.7	6	1	-1.3	1.9	-127	7	-195	0.9	-144	4.9
CCOc1c(CNCCCSc2nc(C)cc(C)n2)cccc1OC	-0.1	3	2	-1.4	-1.0	-2	2	-11	-0.2	1	0.6
O=C(O)c1ccc(N2C(=O)CC(N3C(=O)/C(=C/c4ccc(Cl)cc4)SC3=S)C2=O)cc1 (stereo unspecified)	-0.9	-2	0	-1.2	0.3	-2	5	-6	0.1	1	-1.3

High-throughput results from PubChem.
